# Screens deposited in PubChem by several laboratories.
# Bfl-1 Bim block = disrupts Bim binding to human Bfl-1 | actives 0.12% (n = 190,000) | Bead-based flow cytometry, Bim-Bfl-1 binding inhibition | inhibition, % at 10 µM | Q16548;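 note: 0% = wells without compound plus tracer and 100% = blocker peptide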
# RGS4-Gao reg = modulates binding of RGS4 to human Galphao; actives 0.33% (n = 220,000); AID 1415; Multiplexed bead flow cytometry; actives lie on both sides; P09471; binding response (% of control), % at 10 µM; in the data active = binding response below about 49% or above about 150%; inactive = in between;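 note: fluorescent Galphao activated with aluminum fluoride binding bead-coupled RGS4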
# GSH bead fluor = GSH bead compound fluorescence profile | AID 1776 | GSH beads flow cytometry, compound fluorescence 488/530 nm; hits give high values | fluorescence (KMESF) at 10 µM | actives 0.25% (n = 190,000); in the data active = fluorescence above about 89;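 note: glutathione beads carrying GST-tagged Bcl family fusion proteins plus one bare bead set; values are compound well signal with DMSO vehicle wells as background; inactives centre near 16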
# Bcl-B Bim block = inhibitors of Bim-Bcl-B interaction, human; Q9HD36; inhibition, % at 10 µM; bead-based flow cytometry, Bim peptide-Bcl-B binding; actives 0.073% (n = 190,000);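 note: 0% = tracer peptide without compound and 100% = reference inhibitor peptide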
# Target sequence (Q9HD36 whole entry, looked up): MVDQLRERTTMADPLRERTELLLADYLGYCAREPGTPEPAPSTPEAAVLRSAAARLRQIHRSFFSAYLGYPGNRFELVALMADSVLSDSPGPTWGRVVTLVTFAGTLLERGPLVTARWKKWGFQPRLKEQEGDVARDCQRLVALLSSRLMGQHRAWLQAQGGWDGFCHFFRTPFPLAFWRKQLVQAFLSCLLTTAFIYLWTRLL
# Bcl-W Bim block = disrupts Bim peptide binding to human Bcl-W; AID 952; bead-based flow cytometry; actives 0.02% (n = 190,000); inhibition, % at 10 µM; Q92843;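 note: 0% = bound tracer without compound and 100% = peptide blocker; higher means less fluorescent Bim peptide bound to Bcl-W beads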
# Target sequence (Q92843 whole entry, looked up): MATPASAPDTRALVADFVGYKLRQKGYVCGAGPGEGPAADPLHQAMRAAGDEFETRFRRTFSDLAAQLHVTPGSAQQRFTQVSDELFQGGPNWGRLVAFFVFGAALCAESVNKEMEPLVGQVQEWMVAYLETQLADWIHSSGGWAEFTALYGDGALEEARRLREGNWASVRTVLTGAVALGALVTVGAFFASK
# Mcl1 Bid PPI = Mcl-1/Bid interaction inhibition; AID 1021; Q07820; TR-FRET Mcl-1/Bid-Dy647 peptide binding, 1536-well; actives 0.97% (n = 220,000); inhibition, % at 21.7 µM;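 active = compounds that cut the binding signal by more than half at the single screening dose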;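 note: His-tagged Mcl-1 with europium anti-His antibody binding Bid BH3 peptide; 0% = Mcl-1 plus peptide wells and 100% = peptide-only wells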
# Target sequence (Q07820 whole entry, looked up): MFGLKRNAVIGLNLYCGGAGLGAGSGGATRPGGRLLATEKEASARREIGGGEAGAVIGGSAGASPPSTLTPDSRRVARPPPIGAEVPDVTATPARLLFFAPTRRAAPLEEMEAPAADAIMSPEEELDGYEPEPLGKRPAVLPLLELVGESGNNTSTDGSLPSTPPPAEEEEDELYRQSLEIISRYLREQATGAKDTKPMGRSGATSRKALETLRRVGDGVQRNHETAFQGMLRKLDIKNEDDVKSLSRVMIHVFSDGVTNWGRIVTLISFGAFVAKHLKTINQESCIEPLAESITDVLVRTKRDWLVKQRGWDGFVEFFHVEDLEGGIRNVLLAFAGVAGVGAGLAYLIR
# Bim-Bcl-XL = human Bim-Bcl-XL interaction inhibition. Bim peptide-Bcl-XL binding, bead flow cytometry, fluorescence. Q07817. actives 0.04% (n = 190,000). inhibition, % at 10 µM
# Target sequence (Q07817 whole entry, looked up): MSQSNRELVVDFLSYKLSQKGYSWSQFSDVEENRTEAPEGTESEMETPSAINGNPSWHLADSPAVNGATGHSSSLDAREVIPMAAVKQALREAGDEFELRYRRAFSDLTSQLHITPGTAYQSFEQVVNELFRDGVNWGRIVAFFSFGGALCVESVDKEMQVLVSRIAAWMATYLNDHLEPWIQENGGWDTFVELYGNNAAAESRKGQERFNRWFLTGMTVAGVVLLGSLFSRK
# RGS7-Gao reg = modulates binding of RGS7 to human Galphao; P09471; Multiplexed bead flow cytometry; actives lie on both sides; binding response (% of control), % at 10 µM; actives 0.35% (n = 220,000); AID 1439; in the data active = binding response below about 49% or above about 150%; inconclusive = no clear call, values can overlap the other calls; inactive = in between;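 note: fluorescent Galphao held in activated GDP-AlF4 state binding bead-coupled RGS7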
# Bcl-2 Bim block = inhibitors of Bim-Bcl-2 interaction, human; Bead-based flow cytometry, Bim peptide-Bcl-2 binding; P10415; actives 0.06% (n = 190,000); inhibition, % at 10 µM; in the data active = inhibition above about 40%; inconclusive = no clear call, values can overlap the other calls;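 note: 0% = no compound wells with probe peptide and 100% = reference peptide inhibitor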
# RGS8-Gao reg = regulators of human RGS8-Galphao interaction; actives 0.34% (n = 220,000); multiplexed bead flow cytometry, RGS8-Galphao binding; actives lie on both sides; P09471; AID 1423; response (percent of control binding), % at 10 µM; in the data active = response below about 60% or above about 140%; inactive = in between;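 note: Galphao activated as the GDP aluminium fluoride complex binding bead-coupled RGS8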
# Bim-Mcl-1 = human Bim-Mcl-1 interaction inhibition; Bead-based flow cytometry, Bim peptide-Mcl-1 binding; inhibition, % at 10 µM; actives 0.1% (n = 190,000); AID 1009;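 note: 0% = no compound tracer wells and 100% = peptide blocker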
# * hit, by the source's call; ? = inconclusive; nt = no result given; [ ] = another dose, or the depositor's remark. Cut-off read from the data, not from the text of the source, unless noted: active = inhibition above about 40%. Outcome played no part in choosing rows; about 1.8% have a hit in one of these screens.
SMILES,Bfl-1 Bim block,RGS4-Gao reg,GSH bead fluor,Bcl-B Bim block,Bcl-W Bim block,Mcl1 Bid PPI,Bim-Bcl-XL,RGS7-Gao reg,Bcl-2 Bim block,RGS8-Gao reg,Bim-Mcl-1
CCC(=O)c1ccc(OCC(O)Cn2cnc3ccccc32)cc1 (configuration not stated),2,99,14,0,0,-65,1,98,-5,102,3
CCN(CC)S(=O)(=O)c1ccc2[nH]cc(C(=O)NCCCN3CCCCC3C)c(=O)c2c1 (configuration not stated),-4,115,4,-4,-2,-14,-4,106,-5,119,-7
O=C(c1ccc(Oc2ccc(C(F)(F)F)cn2)cc1)N1CCN(c2ccccc2)CC1,0,100,18,0,-1,-24,-3,100,-4,93,-3
Cc1oc(C(C)(C)C)c(CN2CCOCC2)c1C(=O)O,-1,102,23,0,7,-25,4,103,8,101,6
O=C1NC(c2cccc([N+](=O)[O-])c2)Oc2ccccc21 (configuration not stated),-2,101,26,-2,0,-24,-2,102,-1,101,1
Cc1cc(C(=O)COC(=O)CCc2nc3ccccc3s2)c(C)n1C,-11,105,18,-9,-1,-44,-3,107,-10,103,0
Cc1ccccc1NC(=S)N(CCN1CCCCC1)Cc1ccco1,-2,105,10,-1,-2,-6,-1,?,-2,99,-4
CC(Sc1nnc(-c2ccc(C(C)(C)C)cc2)n1C)C(N)=O (configuration not stated),-7,95,17,-7,3,-21,0,102,-1,99,2
Cc1ccc(CS(=O)(=O)CCC(=O)NCc2cccs2)cc1,-3,99,10,0,1,-18,0,100,1,102,-2
Cn1nnc2cc(C(=O)Nc3ccccc3)ccc21,6,92,13,4,3,7,3,95,1,87,1
C/C(CCc1ccc2c(c1)OCO2)=N\N=C1\NC(=O)CC(C(=O)Nc2ccc(Cl)cc2)S1 (configuration not stated),-7,107,57,-4,0,4,-4,105,-2,102,-2
O=C(NCc1ccncc1)C(=O)C1C(=O)Nc2ccccc21 (configuration not stated),-10,105,18,-8,0,-29,0,106,-1,105,0
COc1ccc(/C(N)=N/OC(=O)c2ccc3c(c2)OCO3)cc1OC,0,100,20,2,3,-31,2,99,3,104,2
CCCCCCNc1nc(-c2ccc(OC)cc2)c(CCC(=O)O)s1,-6,97,10,-11,-5,-28,-6,97,-5,97,-5
COc1cc(S(=O)(=O)N(Cc2ccc(C)cc2)C2CCCCC2)ccc1-n1cnnn1,2,87,7,0,3,-18,2,93,0,98,2
CCCS(=O)(=O)N1CCCC(C(=O)NCCN(C)Cc2ccccc2)C1 (configuration not stated),-2,98,27,0,0,-14,0,97,-2,100,0
COc1ccccc1NC(=S)N(CCN1CCCCCC1)Cc1cccs1,5,99,21,2,0,-28,-5,103,3,98,-1
CCN1CCc2nc(N)sc2C1,17,102,11,-74,-4,-32,-10,?,-1,91,-9
O=c1cc(CSc2ccc(Cl)cc2)nc(-c2ccccc2)[nH]1,-3,101,7,-1,-1,-8,-3,100,-1,102,1
O=C(COC(=O)c1cccnc1Cl)Nc1ccccc1OC(F)F,-2,101,16,0,1,3,1,98,1,100,-2
O=C(N1CCOCC1)N1CCN(S(=O)(=O)N2CCOCC2)CC1,-3,96,8,1,-1,-17,-3,98,-2,99,-1
Cc1ccc(OCCN2C(=O)CSC2=O)cc1,-17,92,30,-8,-2,-11,-7,99,-13,99,-6
O=S(=O)(Nc1ccc(S(=O)(=O)N2CCCCCC2)cc1)c1cccs1,-14,101,34,-10,-3,-25,-6,101,-8,101,-5
CC1(C)CC(=O)c2c(O)cc(OCc3ccc([N+](=O)[O-])cc3)cc2O1,-2,98,26,-1,0,-9,-2,95,-1,100,0

# Four of these compounds, set out differently:
Structure	Bfl-1 Bim block	RGS4-Gao reg	GSH bead fluor	Bcl-B Bim block	Bcl-W Bim block	Mcl1 Bid PPI	Bim-Bcl-XL	RGS7-Gao reg	Bcl-2 Bim block	RGS8-Gao reg	Bim-Mcl-1
O=S(=O)(Nc1ccc(S(=O)(=O)N2CCCCCC2)cc1)c1cccs1	-14	101	34	-10	-3	-25	-6	101	-8	101	-5
COc1ccc(/C(N)=N/OC(=O)c2ccc3c(c2)OCO3)cc1OC	0	100	20	2	3	-31	2	99	3	104	2
O=C(N1CCOCC1)N1CCN(S(=O)(=O)N2CCOCC2)CC1	-3	96	8	1	-1	-17	-3	98	-2	99	-1
Cc1ccc(OCCN2C(=O)CSC2=O)cc1	-17	92	30	-8	-2	-11	-7	99	-13	99	-6

# The list continues:
SMILES,Bfl-1 Bim block,RGS4-Gao reg,GSH bead fluor,Bcl-B Bim block,Bcl-W Bim block,Mcl1 Bid PPI,Bim-Bcl-XL,RGS7-Gao reg,Bcl-2 Bim block,RGS8-Gao reg,Bim-Mcl-1
CC(Sc1nnnn1C)C(=O)Nc1ccccc1 (configuration not stated),2,98,13,1,-2,4,-3,102,0,88,0
CCOc1ccc(NC(=O)N2CCN(S(C)(=O)=O)CC2)cc1,-4,101,17,-1,0,-34,1,96,1,104,0
COc1ccccc1N1CCN(C(=O)CSc2nnc(NC(=O)C(C)C)s2)CC1,-3,97,24,0,-2,-15,-4,95,4,98,1
CC(C)c1nc2n[nH]c(N)c2c2c1CCCC2,0,98,6,0,2,-25,-6,97,1,100,0
Cc1noc(C)c1COC(=O)c1cnc(Cl)c(Cl)c1,-2,103,12,0,1,-12,0,104,0,100,1
CCC(C)(C)NC(=O)C(c1ccco1)N(C(=O)CNC(=O)c1cccs1)c1cccnc1 (configuration not stated),0,104,23,-4,-2,7,-6,106,1,102,0
CSC1=NSC2=NC(=O)/C(=C/c3coc4ccccc4c3=O)C(=N)N12,9,150,13,12,18,-28,19,174*[activator],18,92,18
CC(=O)NC(Cc1cccc(F)c1)C(=O)NC1CCN(c2nnnn2-c2ccccc2)CC1 (configuration not stated),-7,99,12,-4,-5,-5,-3,101,-2,103,-5
CC(C)OCCCNC(=O)NC12CC3CC(CC(C3)C1)C2,-1,97,13,0,-1,-11,-2,97,-2,97,-1
Cc1ccccc1NC(=O)Nc1ccccc1Br,2,102,12,0,1,-9,1,102,0,114,1
COCCNC(=O)c1cc(-c2cccnc2)nc2ccc(Br)cc12,-1,92,11,3,1,-10,0,93,-1,97,1
COC(=O)c1ccccc1N1CCS(=O)(=O)CC1,-3,99,18,0,-2,-6,-1,102,-2,98,0
N#Cc1ccsc1NC(=O)CN1CCN(S(=O)(=O)c2ccc3ccccc3c2)CC1,-1,98,7,-7,-5,-23,-9,99,1,104,-4
Cc1cc(CNC(=O)COc2ccc(F)cc2Cl)cc(C)c1O,-4,104,13,-3,1,-16,1,104,-1,104,1
Cc1cc(NC(=O)CSc2nc3ccsc3c(=O)n2CCCC(=O)NCCc2ccccc2)no1,0,97,15,0,-4,-11,-3,101,2,98,2
C=CCn1c(=N)n(CC(=O)c2cccc([N+](=O)[O-])c2)c2ccccc21,2,100,22,0,1,-48,0,102,3,102,3
Cn1cc(CN2CCCC(CO)(Cc3cccc(Cl)c3)C2)cn1 (configuration not stated),-7,99,14,-2,-1,-33,-3,102,-2,100,-3
CC(C)CN(C(=O)CN1CCN(c2ccccc2O)CC1)c1c(N)n(CC(C)C)c(=O)[nH]c1=O,1,103,5,0,-1,-87,-6,100,1,102,-2
COc1ccc2c(C(=O)CN3CC(C)OC(C)C3)c[nH]c2c1 (configuration not stated),-10,105,17,-9,0,-7,-4,104,-11,105,-2
Cc1c(SCCO)c(=O)[nH]c2cc3c(cc12)OCO3,-11,100,27,-5,2,2,-3,99,-2,102,0
CCOC(=O)Cc1ncccc1C(=O)Nc1ccc(OC(F)(F)F)cc1,4,80,7,-4,-5,-73,-5,90,-4,83,-7
COc1ccc2[nH]c(=O)c(CN(C(=O)c3ccccn3)c3ccccc3)cc2c1,-2,96,69,-1,2,-8,0,97,-3,100,-1
CCOC(=O)/C=C/C(=O)N1CCc2ccccc21,-13,102,24,-6,1,-9,0,104,-14,101,-1
COCCn1nnnc1C(c1ccc(OC)c(OC)c1)N1CCc2ccccc21 (configuration not stated),-11,104,35,-8,3,-24,6,104,-7,102,1
O=C(NCCCn1ccnc1)C(=O)NCC1OCCN1S(=O)(=O)c1ccc(Cl)cc1 (configuration not stated),2,nt,16,2,1,-6,0,nt,4,nt,1
COc1cc(Nc2nnc(C)s2)c(Cl)cc1Cl,-11,86,36,-5,0,-18,-1,87,-6,89,0
Cn1cc(CN2CCN(CCO)CC2)c(-c2ccc(Oc3ccccc3)cc2)n1,-8,93,13,-2,-2,7,-1,98,-4,99,-5
Cc1ccc(-n2c(N)c(C(=O)Nc3c(C)n(C)n(-c4ccccc4)c3=O)c3nc4ccccc4nc32)cc1C,0,96,11,-6,-7,5,-5,96,-1,99,0
COC(=O)C1CCN(C(=O)c2cc(=O)[nH]c3ccccc23)CC1,-2,92,20,-1,-1,-4,0,93,-3,97,-5
CN(C)C(=S)Nc1cccc(-c2n[nH]c(=S)o2)c1,-1,106,13,-25,-4,-29,-6,107,-4,103,0
CCC(C)N(CCNC(=O)CC1Oc2ccc(C)cc2NC1=O)C1CCCCC1 (configuration not stated),-1,101,26,-7,3,-20,-1,98,0,101,1
COc1nc(OC)nc(Oc2ccc(Cl)cc2[N+](=O)[O-])n1,-1,101,10,-3,-2,-25,-3,102,-1,103,-2
CC1CC(C)(C)NC(=S)N1CCC(=O)NCCc1ccc(Cl)cc1 (configuration not stated),-5,98,17,-5,-5,-36,-3,?,-4,99,-1
O=C1CN(C(=O)c2cc3ccccc3oc2=O)C(c2ccccc2)c2cc(F)ccc2N1 (configuration not stated),-1,102,13,-9,-4,-1,-3,99,-2,102,-1
CC(=O)/C(=N\Nc1ccccc1)Sc1nnc(-c2ccccc2)n1-c1ccccc1,-17,105,9,-9,-6,-7,-11,105,-6,98,2
CC1CCN(C(=O)CSCC(=O)Nc2nc(-c3cccs3)cs2)CC1,-9,101,15,-9,-6,-7,-7,103,-8,101,-1
Nc1nc(Sc2ccc(C(F)(F)F)cn2)n[nH]1,-2,97,7,-10,-3,-17,-4,98,-8,113,-3
CCOc1ccccc1CNCc1ccc(C(=O)O)cc1,-6,104,12,-3,0,-8,-1,102,0,102,0
COc1ccc(CN(CCC(c2ccc(F)cc2)C2CCOC(C)(C)C2)C(=O)c2ccco2)cc1 (configuration not stated),-3,98,15,-2,-5,0,-10,96,3,83,-9
C=CCN1C(=O)c2ccccc2Sc2ccc(C(=O)N3CCN(C)CC3)cc21,-4,103,26,0,-2,-17,2,102,-3,98,0
CCn1c(=O)cc(OCC(=O)Nc2cc(C)ccn2)c2ccccc21,7,101,13,5,7,4,7,98,7,96,5
CCOC(=O)N1CCN(C(c2cccc(OC)c2)c2sc3nc(C)nn3c2O)CC1 (configuration not stated),0,87,15,1,2,-26,1,90,0,96,1
Cc1cccc(C)c1NC(=S)N(CCCN1CCN(C)CC1)Cc1cccs1,-3,101,13,-1,-2,-31,-1,101,-1,99,1
Cc1ccc(NC(=O)CSc2nc(CSc3ccc(C)cc3)cc(=O)[nH]2)cc1,-5,98,10,-2,0,-28,-1,100,0,99,-1
Cc1ccsc1/C=C/c1ccc2cccc(O)c2n1,-13,100,33,-10,-1,-124,-7,99,-9,101,-3
CCOc1ccc(-n2c(SCc3ccc([N+](=O)[O-])cc3)nnc2-c2ccc(OC)cc2)cc1,-12,98,16,-21,-5,-60,-13,101,-7,98,-11
O=C(O)CCC(=O)N1CCc2cc(S(=O)(=O)N3CCC(Cc4ccccc4)CC3)ccc21,-10,98,21,-7,0,0,-2,100,-6,103,0
